# Assay outcomes (PubChem)
# Pin1 inhibitor: qHTS Assay to Find Inhibitors of Pin1; Peptidyl-prolyl cis-trans isomerase NIMA-interacting 1 (Homo sapiens), Q13526; Pin1 FP peptide displacement, HiFluor488, 10 min; Potency, µM (top dose mostly 115 µM), without a hit: top-dose activity, negative = inhibition, usual class: inhibitors; 390,000 tested, 0.009% active; active = well fitted inhibition curve with a large enough effect in the polarisation, with a control signal flat, not every such curve was filed as active; inconclusive = small, poorly fitted or top-dose-only effect, or effect the other way, or a change in a side signal; inactive = no such curve, though single readings can be large or run the other way; the % refers to the polarisation; also: potency is read from the fitted curve at half-maximal effect; % is scaled to controls: 0 for no effect and ±100 for the full control effect
# Target sequence (Q13526 whole entry, looked up): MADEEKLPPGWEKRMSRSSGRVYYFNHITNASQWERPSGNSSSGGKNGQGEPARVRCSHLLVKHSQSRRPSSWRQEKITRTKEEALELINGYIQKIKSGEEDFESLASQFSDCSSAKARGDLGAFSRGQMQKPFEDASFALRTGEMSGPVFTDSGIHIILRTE
# HP1b binding inh: HTS for Inhibitors of HP1-beta Chromodomain Interactions with Methylated Histone Tails; 390,000 tested, 0.56% active; Potency, µM (top dose mostly 114 µM), for inactives: at the highest dose activity change, negative = inhibition, usual class: inhibitors; AlphaScreen HP1-beta / biotin-H3K9me3 peptide binding; AID 540317, 2011; Chromobox protein homolog 1 (Homo sapiens), P83916; also: potency is read from the fitted curve at half-maximal effect; nearly all actives have a fitted effect of over 70% in size; inactives centre near 23
#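 HP1-beta protein (50 nM final) preincubated 30 min at room temperature with biotinylated H3(1-18)K9me3 peptide (50 nM) in PBS pH 7.4, 0.01% Tween-20, then compound added for 30 min. AlphaScreen streptavidin donor/nickel chelate acceptor beads (10 ug/mL final), 30 min dark, luminescence read.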
# Tb PGK inh: qHTS Assay to Find Inhibitors of Phosphoglycerate Kinase; PGK/GAPDH coupled, Kinase-Glo luminescence, 60 min; Potency, µM (highest dose often 57.5 µM), without a hit: at the highest dose activity change, negative = inhibition, hits mostly inhibitors; 380,000 tested, 0.043% active; also: potency is read from the fitted curve at half-maximal effect; % is scaled to controls: 0 for no effect and ±100 for the full control effect; nearly all actives have a fitted effect of over 60% in size
#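 Recombinant glycosomal PGK reaction used 1,3-bisphosphoglycerate generated in-well by GAPDH (100nM final) in 100mM TEA pH 7.6, 5mM MgCl2, 0.01% Tween-20. After 60 minutes at room temperature, ATP was read by Kinase-Glo Plus luminescence end-point.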
# GLS inhibitor: qHTS for Inhibitors of Glutaminase (GLS) | 410,000 tested, 0.21% active | GLS enzymatic activity, qHTS titration | Glutaminase kidney isoform, mitochondrial (Homo sapiens), O94925 | Potency, µM (top dose mostly 45.5 µM), for inactives: top-dose activity change, negative = inhibition, most hits filed as inhibitors | AID 624170, 2012; also: potency is read from the fitted curve at half-maximal effect; % is scaled to controls: 0 for no effect and ±100 for the full control effect
#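 Two-point fluorescence kinetic (t0, 30 min RT) for hKGA; glutamate detected via glutamate oxidase–HRP–Amplex Red. Substrate: 1 mM L-glutamine solution; buffer 45 mM KH2PO4, pH 8.2.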
# PI4K2A inh: qHTS for small molecular inhibitors of PI4K2A. Phosphatidylinositol 4-kinase type 2-alpha (Homo sapiens), Q9BTU6. purified PI4K2A, ADP-Glo luminescence, 1 h; stronger effect = lower value. activity change, negative = inhibition, % at 76.9 µM. 420,000 tested, 0.13% active. AID 1346378, 2018; in the data active = activity change below about -50%; inconclusive = mostly about -30% to -49%;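 also: -100% = wells without enzyme as full effect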
#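 Compounds are screened against recombinant PI4K2A using PI as substrate and ATP, the latter dispensed at 300 microM. Reactions run one hour at ambient temperature before ADP-Glo detection; full inhibition defined by wells lacking enzyme.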
# rTrxR1 inhibitor: qHTS Assay for Inhibitors of Mammalian Selenoprotein Thioredoxin Reductase 1 (TrxR1): qHTS; Thioredoxin reductase 1, cytoplasmic (Rattus norvegicus), O89049; recombinant rTrxR1, NADPH fluorescence consumption, selenite substrate; Potency, µM (highest dose often 114 µM), inactives show at the highest dose activity change, negative = inhibition, most hits filed as inhibitors; 390,000 tested, 1% active; AID 588453, 2011; also: potency is read from the fitted curve at half-maximal effect; % is scaled to controls: 0 for no effect and ±100 for the full control effect; nearly all actives have a fitted effect of over 65% in size
#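 Rat TrxR1 (90 nM in the dispensed reagent) was pre-reduced with 400 uM NADPH for 5 min at room temperature, then incubated with compound for 15 min. After 400 uM selenite was added, NADPH fluorescence (Ex 340/Em 450 nm) was followed for 8 min.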
# USP1 inh: Inhibitors of USP1/UAF1: Primary Screen; AID 743255, 2014; 390,000 tested, 0.23% active; recombinant USP1/UAF1, Ub-Rhodamine cleavage fluorescence; Potency, µM (top dose mostly 57.1 µM), for inactives: at the highest dose activity change, negative = inhibition, hits mostly inhibitors; also: potency is read from the fitted curve at half-maximal effect; % is scaled to controls: 0 for no effect and ±100 for the full control effect; nearly all actives have a fitted effect of over 60% in size; inactives centre near -12
# Target sequence (O94782 whole entry, looked up): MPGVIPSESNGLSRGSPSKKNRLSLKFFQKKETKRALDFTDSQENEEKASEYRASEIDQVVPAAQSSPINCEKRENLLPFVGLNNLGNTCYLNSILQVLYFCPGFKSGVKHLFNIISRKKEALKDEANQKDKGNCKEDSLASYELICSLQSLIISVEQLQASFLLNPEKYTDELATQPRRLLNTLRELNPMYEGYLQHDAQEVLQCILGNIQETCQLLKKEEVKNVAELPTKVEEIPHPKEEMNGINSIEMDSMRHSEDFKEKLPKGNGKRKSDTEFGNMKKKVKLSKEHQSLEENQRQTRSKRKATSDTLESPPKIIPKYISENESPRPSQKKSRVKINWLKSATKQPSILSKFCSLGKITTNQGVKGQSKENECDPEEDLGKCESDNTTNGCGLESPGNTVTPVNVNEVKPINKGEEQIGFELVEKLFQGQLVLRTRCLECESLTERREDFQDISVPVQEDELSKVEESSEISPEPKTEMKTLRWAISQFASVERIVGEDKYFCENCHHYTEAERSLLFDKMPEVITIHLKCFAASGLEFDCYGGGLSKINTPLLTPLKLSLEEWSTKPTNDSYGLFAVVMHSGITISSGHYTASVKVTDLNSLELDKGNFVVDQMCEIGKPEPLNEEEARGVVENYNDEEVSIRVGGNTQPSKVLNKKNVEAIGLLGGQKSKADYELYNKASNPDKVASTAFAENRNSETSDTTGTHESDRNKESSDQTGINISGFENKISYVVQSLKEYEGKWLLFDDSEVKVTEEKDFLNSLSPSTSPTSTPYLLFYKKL
#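 USP1/UAF1 complex (1 nM) preincubated 15 min at room temperature with compound, then Ub-Rho substrate (150 nM final) added. Kinetic fluorescence at 480/540 nm over 6 reads at 60 s intervals; 50 mM HEPES pH 7.8, 0.5 mM EDTA, 0.1 mg/ml BSA, 1 mM TCEP, 0.01% Tween-20.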
# IDH1 R132H inh: qHTS for Inhibitors of mutant isocitrate dehydrogenase 1 (IDH1): qHTS; Isocitrate dehydrogenase [NADP] cytoplasmic (Homo sapiens), O75874; AID 602179, 2012; 390,000 tested, 0.093% active; IDH1-R132H enzyme, NADPH consumption, diaphorase/resazurin fluorescence; Potency, µM (series often up to 76.6 µM), without a hit: at the top dose activity change, negative = inhibition, usual class: inhibitors; also: potency is read from the fitted curve at half-maximal effect; % is scaled to controls: 0 for no effect and ±100 for the full control effect; nearly all actives have a fitted effect of over 65% in size
#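 IDH1-R132H (0.5 ug/mL) preincubated 30 min with compound, then NADPH (0.016 mM) and alpha-KG (2 mM) added; 80 min at RT, pH 7.5. Remaining NADPH coupled via diaphorase/resazurin to fluorescence (540/590 nm); concentration-response curves normalized to no-enzyme control.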
# TrxR1 substrate: qHTS Assay for Substrates of Mammalian Selenoprotein Thioredoxin Reductase 1 (TrxR1): qHTS | 390,000 tested, 0.01% active | Thioredoxin reductase 1, cytoplasmic (Rattus norvegicus), O89049 | Potency, µM (titrated, usually from 114 µM), inactives show at the highest dose activity change, negative = substrate turnover | purified TrxR1 substrate turnover, NADPH consumption readout; also: potency is read from the fitted curve at half-maximal effect; % is scaled to controls: 0 for no effect and ±100 for the full control effect; nearly all actives have a fitted effect of over 50% in size
#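 Rat TrxR1, dispensed at 90 nM, was prereduced with 400 uM NADPH (final) for 5 min at ~22 deg C, then incubated with compound 15 min before 400 uM selenite. A first-read NADPH fluorescence drop versus no-compound background flagged substrates.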
# * hit, by the source's call; i = inactive; ? = inconclusive; · = not tested or not shown; [ ] = dose if it differs, or a comment. Unless noted, calls follow the shape of the dose curve; as a rule, active = well fitted curve in the direction sought with a large enough effect; inconclusive = small, poorly fitted or top-dose-only effect, or another doubt; inactive = no such curve, though single readings can be large; an effect the other way counts as inactive or inconclusive. Not all compounds are listed (hit frequency here may not be typical).
SMILES,Pin1 inhibitor,HP1b binding inh,Tb PGK inh,GLS inhibitor,PI4K2A inh,rTrxR1 inhibitor,USP1 inh,IDH1 R132H inh,TrxR1 substrate
CC(C)(C)c1cc(C(=O)Nc2ccccc2)ccn1,-1%,20%,-17%,-3%,-3,32%,-6%,2%,15%
CCOc1ccc(OCC)c(S(=O)(=O)NCc2ccccc2)c1,-2%,25%,i,-9%,-1,20%,-8%,3%,-2%
COC(=O)C1=CN(Cc2ccc(C)cc2)C=C(C(=O)OC)C1c1ccc(F)c(F)c1,-6%,304%[activator],0%,-6%,0,10%[57.1 µM],-11%,-5%,42%[activator][57.1 µM]
CCc1ccc(C(=O)Nc2cccnc2Oc2ccc(Cl)cc2)cc1,?,120%[activator],-1%,-13%,-1,22%[11.4 µM],-9%,5%,-19%[11.4 µM]
O=C(O)C(c1ccccc1)C1(O)CCC1 (centres undefined),-1%,29%[57 µM],-5%,-4%,-4,6%[2.29 µM],-4%,-4%,1%[57.1 µM]
O=C(O)c1ccc(N=Nc2c(O)[nH]c3ccccc23)cc1,12%,8%,-24%,16%,-62*,-21%,-24%,24%,-16%
Cc1ccccc1S(=O)(=O)NCc1ccc(N2CCN(C)CC2)cc1,0%,35%,-8%,15%,-1,15%,-16%,4%,3%
COCCCNC(=O)C(=O)NCC(c1ccco1)N1CCN(c2ccc(OC)cc2)CC1 (centres undefined),-4%,15%,i,37%[activator],-5,12%,-15%,2%,10%
O=C1CC(c2ccco2)CC2=C1C(c1ccc(O)cc1)n1nc(C(F)(F)F)nc1N2 (centres undefined),-5%,?,·,·,·,16%,·,·,12%[0.457 µM]
CCOC(=O)c1cnn(-c2nc(OCC)cc(OCC)n2)c1C,-5%,38%,0%,6%,-16,8%,0%,5%,3%[57.1 µM]
O=C(COC(=O)/C=C/c1cccc(Br)c1)Nc1cccc(S(=O)(=O)NC2=NCCC2)c1,0%,2%,0%,0%,0,1%,-11%,-3%,-14%
N#CCSc1nnc2c(Cl)cc(Cl)cn12,?,18%,·,0%,2,9%,-15%,1%,3%
CCOC(=O)c1ccc(NC(=O)CN2CCN(C(=O)C3CCCO3)CC2)cc1 (centres undefined),7%,26%,i,1%,2,-15%,-12%,1%,-7%
O=C(COC(=O)c1ccccn1)Nc1ccc2c(c1)OCCO2,6%,33%,0%,3%,-4,-3%,-13%,3%,-6%
COc1ccc(C(=O)CN2C(=O)C(C)(C)Oc3ccc(C(=O)N4CCCCCC4)cc32)cc1,7%,20%,5%,9%,-1,-13%,1%,0%,-11%
Nc1nnc(SCC(=O)OCC(=O)c2ccccc2)s1,1%,33%,6%,3%,1,7%,-26%,-2%,3%
COCc1nnc(NS(=O)(=O)c2ccc(OC)cc2)s1,-6%,35%,2%,12%,-4,16%,3%,-4%,-1%
CC(=O)N1CC(C)Oc2ccc(S(=O)(=O)NC(CC(=O)O)c3cc(C)ccc3C)cc21 (centres undefined),-15%,50%[activator],1%,1%,1,18%,-23%,-7%,0%
CCC(=O)N1c2ccccc2CC1C(=O)NCCc1ccc(OC)cc1OC (centres undefined),1%,26%,-5%,-12%,0,9%[57.1 µM],-4%,-17%,2%[57.1 µM]
COc1ccc(/C=C(/NC(=O)c2ccccc2)C(=O)N2CCCC2)cc1,-2%,32%,-6%,0%,4,-8%,-21%,0%,-9%
COc1ccc(CC(=O)Nc2cc(C)ccc2O)cc1OC,4%,39%,i,47%[activator],-21,6%,-23%,4%,2%
CCCCn1c(SCC(=O)c2ccccc2)nc2c1c(=O)[nH]c(=O)n2C,-8%,14%,-2%,-4%,2,-7%[57.1 µM],0%,-6%,-6%
CC(c1ccccc1)N1C(=O)c2cccnc2C1=O (centres undefined),-8%,32%,-9%,-2%,-1,12%[57.1 µM],-18%,2%,-3%
COCCn1c(SCC#N)nnc1-c1ccccc1O,-7%,21%,1%,7%,-2,21%,-11%,9%,9%
N/C(Cc1ccc([N+](=O)[O-])cc1)=N\OC(=O)Cc1ccc(Cl)cc1,4%,26%,3%,0%,-8,-6%,-10%,-1%,-7%
O=C(NNC(=O)C1CCCCC1)c1ccc(Br)cc1,0%,28%,·,2%,-4,15%,-19%,7%,4%
COc1ccc(/C(O)=C2/C(=O)C(=O)N(CC3CCCO3)C2c2cccc(OC)c2)cc1 (centres undefined),-8%,23%,-8%,-1%,-1,-12%,-7%,1%,-6%
COc1ccc(Br)cc1C(=O)NC(=S)Nc1ccc2[nH]c(=O)[nH]c2c1,10%,7%,-7%,?,-2,20%,-30%,1%,5%
O=C(COC(=O)Cc1ccc(Br)cc1)NCc1ccccc1,·,·,-3%,-4%,5,·,-18%,7%,·
Cc1ccc(-n2c(C)nn(Cc3ccc([N+](=O)[O-])cc3)c2=O)cc1,-1%,1%,i,12%,-4,32%[57.1 µM],-8%,4%,4%[57.1 µM]

# Reformatted with values under each structure: 3 of the compounds above
# The line under a structure holds: Pin1 inhibitor | HP1b binding inh | Tb PGK inh | GLS inhibitor | PI4K2A inh | rTrxR1 inhibitor | USP1 inh | IDH1 R132H inh | TrxR1 substrate
> COc1ccc(Br)cc1C(=O)NC(=S)Nc1ccc2[nH]c(=O)[nH]c2c1
→ 10% | 7% | -7% | ? | -2 | 20% | -30% | 1% | 5%
> O=C(COC(=O)Cc1ccc(Br)cc1)NCc1ccccc1
→ · | · | -3% | -4% | 5 | · | -18% | 7% | ·
> Cc1ccc(-n2c(C)nn(Cc3ccc([N+](=O)[O-])cc3)c2=O)cc1
→ -1% | 1% | i | 12% | -4 | 32%[57.1 µM] | -8% | 4% | 4%[57.1 µM]

# Laid out differently: entries from further up
# Results follow in this order: Pin1 inhibitor, HP1b binding inh, Tb PGK inh, GLS inhibitor, PI4K2A inh, rTrxR1 inhibitor, USP1 inh, IDH1 R132H inh, TrxR1 substrate
- CCCCn1c(SCC(=O)c2ccccc2)nc2c1c(=O)[nH]c(=O)n2C
    -8%, 14%, -2%, -4%, 2, -7%[57.1 µM], 0%, -6%, -6%
- COCc1nnc(NS(=O)(=O)c2ccc(OC)cc2)s1
    -6%, 35%, 2%, 12%, -4, 16%, 3%, -4%, -1%
- O=C(COC(=O)Cc1ccc(Br)cc1)NCc1ccccc1
    ·, ·, -3%, -4%, 5, ·, -18%, 7%, ·
- COCCn1c(SCC#N)nnc1-c1ccccc1O
    -7%, 21%, 1%, 7%, -2, 21%, -11%, 9%, 9%
- Nc1nnc(SCC(=O)OCC(=O)c2ccccc2)s1
    1%, 33%, 6%, 3%, 1, 7%, -26%, -2%, 3%

# Further structures
SMILES,Pin1 inhibitor,HP1b binding inh,Tb PGK inh,GLS inhibitor,PI4K2A inh,rTrxR1 inhibitor,USP1 inh,IDH1 R132H inh,TrxR1 substrate
C[C@H](CO)N1C[C@H](C)[C@@H](CN(C)Cc2cccc(C(=O)O)c2)OCc2cnnn2CCCC1=O,·,·,-4%,1%,-2,·,?,0%,·
Cc1nnc(NC(=O)c2ccc(-c3ccc(Cl)cc3)o2)s1,5%,20%,0%,3%,-2,-16%,-4%,3%,53%[activator]
Cc1cccc(C(=O)N2CCN(C(=O)c3cccc(C)c3)C(C)C2)c1 (centres undefined),-9%,37%,4%,7%,3,12%[57.1 µM],-17%,1%,1%
Cc1cc(OC(=O)c2c(Cl)cccc2Cl)nc(C)n1,-1%,17%,-3%,4%,2,9%,-5%,5%,-9%
Cc1noc(C)c1S(=O)(=O)Nc1ccc(C(=O)NC2CCCCC2)cc1,0%,23%,-2%,1%,0,9%,-5%,5%,0%
Cc1ncsc1CCOC(=O)c1ccccc1,-1%,21%,-2%,0%,0,-2%[57.1 µM],-8%,10%,-4%
CC(OC(=O)c1ccc2c(c1)OCO2)C(=O)NC1CCCCC1 (centres undefined),·,·,-10%,-11%,9,·,-11%,13%,·
CCN(CC(=O)NCc1ccc(F)cc1)C(=O)C(C)Oc1cccc(Cl)c1 (centres undefined),-2%,34%,-6%,-5%,2,14%,-19%,17%,3%
CC1(C)Cc2nc3sc4c(N(CCO)CCO)ncnc4c3cc2CO1,-1%,13%,-2%,1%,4,-18%,-18%,10%,49%[activator]
CCN1CCCC1CNC(=O)c1cc2cc(OC)c(OC)cc2[nH]1 (centres undefined),1%,13%,-9%,18%,6,53%[activator],-21%,19%,267%[activator]
